CHRM5 antagonist = CHRM5 antagonism in calcium assay | P08912 | CHO-hM5 cells, Fluo-8 calcium fluorescence, ACh EC80 | inhibition, % at 3 µM | hit rate 0.59% among 360,000 | AID 624040;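 active = inhibition above a per-plate cutoff, the mean of that plate's test compounds plus 3 SD, cut at about 27% in these data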;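 also: 0% = acetylcholine EC80 with DMSO and 100% = DMSO without agonist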
M5 ag = agonists of human muscarinic M5 receptor (CHRM5). CHO-K1 hM5 cells, Fluo-8 calcium fluorescence; 0% DMSO wells, 100% maximal acetylcholine response. activation, % at 3 µM. hit rate 0.19% among 360,000;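 active = activation above the run's mean over test compounds plus 3 SD, cut at about 23% in these data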;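 also: signal is peak over basal fluorescence ratio across the kinetic read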
CHRM4 PAM = positive allosteric modulators of human muscarinic M4 receptor; activation, % at 3 µM; hit rate 0.4% among 360,000; CHO-K1 hM4/Gqi5, Fluo-8 calcium fluorescence, ACh EC20; 0% = ACh EC20, 100% = maximal ACh; P08173;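 active = activation above its plate's cutoff, the mean activation of sample wells plus 3 SD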; also: some results filed as inactive read as strong as hits
Target sequence (P08173 whole entry, looked up): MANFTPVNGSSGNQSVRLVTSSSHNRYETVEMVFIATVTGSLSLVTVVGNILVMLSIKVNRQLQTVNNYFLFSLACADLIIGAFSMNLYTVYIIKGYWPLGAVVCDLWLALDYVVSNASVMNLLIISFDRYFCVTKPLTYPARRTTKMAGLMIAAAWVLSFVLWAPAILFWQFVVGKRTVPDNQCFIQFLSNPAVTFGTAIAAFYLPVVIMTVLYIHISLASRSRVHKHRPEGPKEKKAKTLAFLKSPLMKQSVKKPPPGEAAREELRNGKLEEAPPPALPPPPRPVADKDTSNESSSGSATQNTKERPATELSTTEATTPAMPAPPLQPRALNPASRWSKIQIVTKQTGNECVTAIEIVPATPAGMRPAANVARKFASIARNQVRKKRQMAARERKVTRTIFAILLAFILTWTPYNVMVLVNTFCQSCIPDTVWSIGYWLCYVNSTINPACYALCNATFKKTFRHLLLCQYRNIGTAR
TAAR1 agonist = human TAAR1 agonism | CHO RD-HGA16 TAAR1, Fluo-8 calcium fluorescence; vehicle wells 0%, saturating PEA agonist 100% | activation, % at 3 µM | AID 624467 | Q96RJ0 | hit rate 0.99% among 360,000;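 active = activation above the mean activation of all test compounds in the run plus 3 SD, cut at about 38% in these data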
Target sequence (Q96RJ0 whole entry, looked up): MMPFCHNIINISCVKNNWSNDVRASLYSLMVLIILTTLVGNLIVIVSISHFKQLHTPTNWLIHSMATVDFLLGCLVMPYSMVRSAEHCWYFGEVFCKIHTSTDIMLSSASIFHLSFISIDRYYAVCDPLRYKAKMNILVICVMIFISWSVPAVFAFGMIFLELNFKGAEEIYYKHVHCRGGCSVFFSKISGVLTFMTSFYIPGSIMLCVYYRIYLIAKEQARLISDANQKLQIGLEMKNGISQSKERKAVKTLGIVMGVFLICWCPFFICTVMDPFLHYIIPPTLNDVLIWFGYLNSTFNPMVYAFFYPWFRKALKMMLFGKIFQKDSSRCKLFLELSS
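Test system: RD-HGA16 (CHO) cells co-expressing Gα16 and hTAAR1 | Doses: Single dose, 3 µM | Schedule: 17-24 h seeding, 75 min 37 °C dye, 30 min RT | Evaluation: % activation from peak over basal fluorescence ratio, DMSO-to-PEA scaled | Technique: Kinetic Fluo-8 calcium fluorescence | Benchmarks: Low control DMSO, high control PEA (EC100)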
CHO-K1 Ca PAM = M1 PAM counterscreen hit in parental CHO-K1 cells; ATP EC20, Fluo-8 calcium fluorescence; 0% at ATP EC20, 100% at ATP max; activation, % at 3 µM; hit rate 0.02% among 360,000; AID 602247;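 active = activation above the run cutoff, the mean activation of all test compounds plus 3 SD, cut at about 40% in these data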;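 also: peak over basal fluorescence ratio in a 140 s read after ATP addition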
CRFBP-R2 block = blocks CRF-induced signaling of the CRF-BP/CRF-R2 complex | inhibition, % at 11.8 µM | HEK293 CRF-R2/CRF-BP, CRF-induced calcium fluorescence | AID 588475 | hit rate 0.59% among 350,000;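 active = inhibition of the ligand-induced calcium signal above about 50% at the single tested concentration, limit read from the data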
CRFR2-BP ag = agonists of human CRF-binding protein/CRF-R2 receptor complex | activation, % at 13.2 µM | AID 588473 | hit rate 0.46% among 350,000 | HEK293 CRF-R2/CRF-BP, calcium dye fluorescence (FLIPR); percent of saturating CRF peptide response;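 active = activation of at least 50%, plus an integration ratio under a set limit after plate pattern correction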;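 also: plate controls were neutral control wells without compound for no effect and CRF at EC100 for full effect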
TAAR1 antagonist = antagonists of human TAAR1; AID 624466; hit rate 1.5% among 360,000; inhibition, % at 3 µM; CHO RD-HGA16 TAAR1, Fluo-8 calcium fluorescence, antagonist;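 active = inhibition above a per-plate cutoff, the mean inhibition of test compounds on that plate plus 3 SD, cut at about 49% in these data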;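 also: 0% = DMSO plus EC80 beta-PEA response and 100% = DMSO alone without agonist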
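test system = CHO RD-HGA16 cells bearing hTAAR1 | replication = singlicate | controls = DMSO-only wells and EC80 β-PEA-stimulated wells | reagent = EC80 β-phenethylamine stimulus | read-out basis = percent inhibition of PEA-evoked calcium signal, max/basal emission ratio | schedule = seeding 17-24 h prior, 75-min 37 °C, 30-min RT dye loading | signal = kinetic Fluo-8 calcium fluorescence measurement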
M5 PAM = potentiates acetylcholine response at human M5 receptor; CHO-K1 hM5, Fluo-8 calcium, ACh EC20 PAM; 0% = ACh EC20, 100% = ACh EC100; activation, % at 3 µM; hit rate 0.3% among 360,000;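 active = activation above the run cutoff, the mean activation of all test compounds plus 3 SD, cut at about 18% in these data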
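Test system: CHO-K1 hM5 cells / Doses: single-point, 3 µM nominal / Times: Post-acetylcholine fluorescence recording 140 s / Technique: Fluo-8 calcium fluorescence / Measure: Max/basal fluorescence ratio as % of EC20–EC100 ACh window / Benchmarks: low control EC20 acetylcholine (0%), high control EC100 acetylcholine (100%) / Replicates: one well per compound, no replicates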
The depositor's hits bear a star.

Order of results – CHRM5 antagonist, M5 ag, CHRM4 PAM, TAAR1 agonist, CHO-K1 Ca PAM, CRFBP-R2 block, CRFR2-BP ag, TAAR1 antagonist, M5 PAM
> CCc1ccc(C=NC23CN4CN(CN(C4)C2)C3)s1
    -1.2, 0.6, 13.1, 9.8, 0.9, 6.0, 1.1, 6.8, 12.8
> CCc1noc(C)c1C(=O)Nc1cccc(S(=O)(=O)N(C)c2ccccc2)c1
    3.9, 4.5, 0.6, 4.0, -1.4, 2.9, -1.3, -1.5, -10.1
> CCOC(=O)Cn1nnnc1C(C(C)C)N(Cc1cccs1)Cc1cc2cc(C)ccc2[nH]c1=O (stereo not given)
    -3.7, 0.6, 2.5, 6.1, 11.2, -14.2, -0.5, 0.5, -1.8
> Cc1ccccc1CC1(CO)CCCN(Cc2ccc3c(c2)OCCO3)C1 (stereo not given)
    -1.1, -5.1, -11.1, 1.6, 5.1, -39.6, 0.7, 12.8, -5.4
> Cc1cccc(Nc2nc(N)c([N+](=O)[O-])c(N3CCCC(C)C3)n2)c1 (stereo not given)
    -6.8, -1.0, -8.4, -1.6, 29.8, -128.4, 1.6, 8.4, -4.8
> Cc1cc(N2CCOCC2)nc(SCC(=O)OCc2ccccc2)n1
    1.1, 3.0, 3.4, -0.2, -9.6, -3.1, -1.7, -15.7, 3.2
> CCCCn1c(N)c(N(CCC(C)C)C(=O)C2=NN(c3ccccc3)C(=O)CC2)c(=O)[nH]c1=O
    17.4, 0.1, -1.0, 7.0, 5.6, 12.5, -0.6, 15.9, -7.5
> O=C(/C=C/c1ccccc1)OCC(=O)N1CCCC1
    -5.6, 1.3, 9.3, 4.0, 19.5, -2.4, -0.5, -18.5, 3.9
> CN(C)CCCn1c(NCc2ccc3c(c2)OCO3)nc2ccccc21
    -3.0, 0.0, 5.3, 6.2, 12.0, -2.9, 0.5, -16.5, 0.8
> Cc1ccc(NC(=O)C2CCCN(C3=NS(=O)(=O)c4ccccc43)C2)c(O)c1 (stereo not given)
    15.8, 2.0, -5.5, 0.7, -16.3, 0.0, 2.4, -8.4, -14.8
> CCNC(=O)n1cc(-n2cncn2)c(-c2ccccc2)n1
    -5.5, 0.7, 3.0, 3.3, -3.4, -10.7, 0.3, 10.2, 2.9
> Cc1ccc(-c2nnn(C/C(N)=N/O)n2)cc1
    -7.3, -7.8, -4.8, -1.5, 15.4, 18.1, 2.8, 11.1, 4.2
> COc1ccc(-c2c(-c3cc(OC)cc(OC)c3)n(C)c3ccc(-c4ccn[nH]4)cc23)cc1
    -5.8, 0.5, -0.7, 2.6, 15.6, -0.5, 2.7, 29.4, 5.2
> Cn1c(CO)cnc1SCc1ccccc1
    -1.0, -0.8, 3.4, -1.5, 22.4, -5.2, -0.8, -6.0, 0.0
> CCN(CC)CCNC(=O)C(=O)Nc1ccc2c(c1)N(S(=O)(=O)c1cccs1)CCC2
    0.5, -5.5, -12.6, 4.1, -15.0, 9.2, 0.4, -34.7, 1.2
> O=C(NCc1nc2ccccc2[nH]1)C1=C[C@@H](c2csc3ccccc23)C[C@@H](OCCCCO)O1
    11.3, -0.1, -7.6, 10.4, 12.3, -0.5, -0.8, 27.4, -2.4
> CNc1nc(-c2ccc3c(c2)CCN3C(=O)c2ccccc2F)cs1
    7.0, -3.1, -8.7, 1.7, -0.6, 0.6, -1.4, 53.4*, -1.3
> CCOc1ccccc1Oc1coc2cc(O)ccc2c1=O
    -12.4, -3.0, 8.2, 9.6, 6.5, 29.8, -2.1, 7.6, 2.3
> Cc1cccc(C(=O)NC2CC3CCCC(C2)N3C(=O)NC2CCCCC2)c1 (stereo not given)
    2.0, -0.6, 7.7, 9.4, 10.4, 6.9, -10.9, 2.4, 2.6
> CC1CCN(C(=O)CNC(=O)CNS(=O)(=O)c2ccccc2)CC1
    8.8, -0.4, -2.4, 4.7, 15.8, 20.2, -0.7, -24.9, -1.1
> C/C(Nc1ccc(C)cc1)=C(/C#N)C(N)=O
    1.1, -1.2, 1.9, 4.4, 19.4, 8.8, -1.9, 5.9, 1.4
> Nc1nc(N)c2[nH]c(-c3ccccc3)nc2n1
    8.5, 0.5, -2.3, 2.4, 21.8, 7.8, -1.0, -4.9, 2.7
> Cc1cc(C(=O)Nc2cccc(C)c2C)c2ccccc2n1
    5.2, -3.1, -2.5, 1.9, -3.5, 16.3, 0.0, -6.2, -3.3
> Cc1ccccc1NC(=O)N(O)C1(C#N)CCCCC1
    4.1, 1.2, 2.1, 0.5, 18.5, 8.3, -2.5, 13.3, -1.0
> C[C@H](CO)N1C[C@H](C)[C@@H](CN(C)Cc2ccccc2)Oc2c(NC(=O)C3CCCCC3)cccc2C1=O
    7.4, 5.0, 2.2, 1.8, 8.2, -1.4, -0.9, -3.6, -4.5
> COc1cc2c(cc1OC)C(=NO)CCCC2
    -2.4, 0.8, -2.3, 0.8, 10.9, -9.9, -0.3, 11.2, -2.0
> COc1ccc(-n2nc(C)cc2Nc2ccccc2C(=O)O)cc1
    1.3, 9.8, -30.1, 4.0, 17.4, 5.5, -0.2, -71.2, 4.7
> CNS(=O)(=O)c1cc(Br)ccc1S(=O)c1ccccc1C(=O)O (stereo not given)
    7.1, 0.3, -3.5, -0.1, -9.7, 12.5, -0.2, -15.8, -0.2
> COc1ccc(N(CC(=O)N2CC=C(c3ccccc3)CC2)S(=O)(=O)c2c(C)noc2C)cc1
    3.9, 0.3, 4.4, 0.3, 5.8, -14.6, 6.0, 27.0, -5.6
> O=C(NCC1CCCO1)c1cc2c(s1)CCC2 (stereo not given)
    8.3, -2.5, -0.1, 1.2, 22.6, 4.9, -3.0, 0.4, 8.6

Order of results – CHRM5 antagonist, M5 ag, CHRM4 PAM, TAAR1 agonist, CHO-K1 Ca PAM, CRFBP-R2 block, CRFR2-BP ag, TAAR1 antagonist, M5 PAM
> O=C1CCC(C(=O)OCc2nnc(-c3ccc(Cl)cc3)o2)=NN1
    7.3, 0.9, 2.2, 1.1, 11.6, 1.1, 0.5, -37.2, -3.9
> CCOC(=O)c1cc(-c2csc(-c3ccc(C(F)(F)F)cc3)n2)on1
    -5.7, 3.5, 16.1, 2.5, 3.9, -4.3, 0.2, -21.9, 0.9
> Nc1cccc2c(O)cccc12
    -1.5, 5.6, -0.4, 7.5, 12.7, -6.7, -0.3, -9.0, 14.1
> N#Cc1c(-c2ccccc2F)cc(C2CC2)nc1SCC(=O)c1cccs1
    5.3, -1.9, 7.8, 4.4, 18.8, 14.7, 13.3, 37.0, -2.1
> O=C(CSc1nc2[nH]ncc2c(=O)[nH]1)Nc1ccccc1
    -0.8, -1.8, 2.8, 1.6, 12.5, 6.1, -1.5, 14.7, -0.1
> CN(C)C(CNC(=O)c1ccc2nccnc2c1)c1ccco1 (stereo not given)
    11.3, -2.9, -2.1, 0.0, 20.9, 5.5, 1.6, -0.6, 7.8
> COc1ccccc1OCCn1c(=O)n(C)c2ccccc21
    -2.7, 5.3, -4.6, 0.5, 13.3, -0.8, 0.2, 6.0, -0.2
> CC(CCc1ccccc1)NC(=O)CN1CCN(Cc2ccc(Cl)cc2)C1=O (stereo not given)
    5.2, -0.9, -2.7, -0.7, -10.8, 14.0, -1.3, -5.5, -7.9
> Cn1c(=O)c2c(SCCN3CCOCC3)nc(C3CCCC3)nc2n(C)c1=O
    15.0, -0.5, 0.7, -0.4, -11.8, 1.8, -0.3, -21.3, -6.0
> CCOP(=O)(c1ccccc1)C(O)c1ccc(F)cc1 (stereo not given)
    6.1, 0.3, 1.6, 2.5, 22.0, -7.2, 4.1, 3.9, -4.0
> CCn1cc(C(=O)N2CCN(Cc3ccc4c(c3)OCO4)CC2)c(=O)c2ccc(C)nc21
    -2.5, -4.6, 10.1, -0.4, 20.7, -15.5, -2.6, 4.8, 5.5
> O=C(N/N=C\c1ccc(F)cc1)c1ccc(Cn2cc(Br)c([N+](=O)[O-])n2)o1
    6.4, -3.0, -3.4, 11.5, -8.9, 16.5, 0.5, 42.1, -13.1
> COc1cc(-c2noc(C)c2C#Cc2ccc(N)cc2)cc(OC)c1OC
    6.3, -4.4, -4.3, -0.5, -3.6, 4.9, 0.2, 35.2, -3.8
> COCCCN(C(=O)c1cc(-c2ccco2)nc2ccccc12)c1c(N)n(Cc2ccccc2)c(=O)[nH]c1=O
    5.0, 5.8, 10.2, 0.3, -19.3, -4.1, 4.7, -19.5, -3.1
> Cn1ccnc1SCC(=O)N1CCN(S(=O)(=O)c2ccccc2)CC1
    7.7, -10.9, -10.6, -1.3, 4.5, 2.2, 4.3, 1.9, -9.3
> CCCc1ccc(OCc2ccc(C(=O)N3CCN(c4ccccn4)CC3)o2)c(OC)c1
    14.8, 3.6, -5.7, 8.9, 3.8, -17.0, 1.2, 50.6*, -21.5
> Cc1oc(-c2ccccc2Cl)nc1CS(=O)(=O)CC(=O)NCCc1ccccc1
    -0.7, 2.1, -7.8, 71.9*, 14.8, -9.6, 26.5, 49.8*, -3.7
> COc1ccc(N2CS(=O)CC2=O)cc1 (stereo not given)
    4.3, -4.0, -1.2, 2.5, 19.8, 6.8, 0.7, -7.5, -4.3
> Cn1cc(C(=O)N/N=C/c2ccc(Br)c([N+](=O)[O-])c2)c2ccccc21
    2.7, -0.6, -3.7, 3.4, 16.7, -9.9, -0.2, -5.3, 1.1

2 compounds picked at random from the list so far, as already listed:
Order of results – CHRM5 antagonist, M5 ag, CHRM4 PAM, TAAR1 agonist, CHO-K1 Ca PAM, CRFBP-R2 block, CRFR2-BP ag, TAAR1 antagonist, M5 PAM
> COc1ccccc1OCCn1c(=O)n(C)c2ccccc21
    -2.7, 5.3, -4.6, 0.5, 13.3, -0.8, 0.2, 6.0, -0.2
> CCOP(=O)(c1ccccc1)C(O)c1ccc(F)cc1 (stereo not given)
    6.1, 0.3, 1.6, 2.5, 22.0, -7.2, 4.1, 3.9, -4.0

Source: PubChem

No enrichment for hits; about 4.2% have a hit in one of these screens.
